Assay outcomes: PubChem BioAssay, National Center for Advancing Translational Sciences (NCATS)
RXFP1 antag = RXFP1 (human) relaxin receptor antagonism; Q9HBX9; HEK293-RXFP1, relaxin-stimulated cAMP HTRF, 30 min; hits give low values; activity change, negative = inhibition, % at 57.5 µM; hit rate 0.59% among 350,000;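 active = activity change of -60% or lower, but not beyond a set lower limit; inconclusive = change between -60% and -40%, or beyond the set limit; inactive = change above -40%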; note: % is set by controls: 0 for no effect and ±100 for the full control effect
Target sequence (Q9HBX9 whole entry, looked up): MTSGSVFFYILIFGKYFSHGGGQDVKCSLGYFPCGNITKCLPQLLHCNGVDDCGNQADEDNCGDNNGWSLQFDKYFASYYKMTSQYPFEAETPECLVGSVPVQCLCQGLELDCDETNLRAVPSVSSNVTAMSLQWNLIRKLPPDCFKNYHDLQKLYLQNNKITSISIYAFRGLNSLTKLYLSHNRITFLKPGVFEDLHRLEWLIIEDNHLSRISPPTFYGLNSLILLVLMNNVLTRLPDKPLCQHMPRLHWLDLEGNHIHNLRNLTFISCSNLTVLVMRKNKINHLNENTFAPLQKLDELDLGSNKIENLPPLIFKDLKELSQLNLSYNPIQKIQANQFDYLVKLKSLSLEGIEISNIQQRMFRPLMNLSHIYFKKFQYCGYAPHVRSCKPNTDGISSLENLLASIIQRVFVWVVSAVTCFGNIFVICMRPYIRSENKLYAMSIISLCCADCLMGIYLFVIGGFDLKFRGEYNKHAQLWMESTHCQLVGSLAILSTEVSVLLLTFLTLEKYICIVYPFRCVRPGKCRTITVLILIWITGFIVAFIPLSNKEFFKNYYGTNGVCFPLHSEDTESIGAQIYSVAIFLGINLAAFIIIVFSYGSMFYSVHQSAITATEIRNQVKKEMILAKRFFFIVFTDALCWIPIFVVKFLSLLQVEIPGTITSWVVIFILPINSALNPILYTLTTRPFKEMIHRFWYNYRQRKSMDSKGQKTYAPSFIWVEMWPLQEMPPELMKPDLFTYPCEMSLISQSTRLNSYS
D1 antagonist = human D1 dopamine receptor antagonism. hit rate 3.2% among 360,000. HEK293 TREx D1 cells, calcium flux, dopamine EC80; hits give low values. activity change, negative = inhibition, % at 10 µM; in the data active = activity change below about -30%; note: % is set by controls: 0 for no effect and ±100 for the full control effect
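After overnight tetracycline induction at 30 C, force-coupled D1 HEK293 cells took up a no-wash calcium dye at room temperature. Compounds were added and monitored 180 s, and the response to EC80 dopamine was then recorded.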
D1 potentiator = potentiators of human D1 dopamine receptor; HEK293 TREx D1 cells, calcium flux, dopamine EC20 potentiation; P21728; potentiation, % at 10 µM; hit rate 0.036% among 360,000; in the data active = potentiation above about 30%; note: 0% is about no effect
RXFP1 agonist = agonists of human relaxin receptor RXFP1; HEK293T-RXFP1 cAMP TR-FRET, 30 min; response scale: percent of porcine relaxin response, buffer zero; Potency, µM (titrated, usually from 57.5 µM), for the others: at the highest dose activation, usual class: activators; hit rate 0.3% among 370,000; note: potency is the fitted concentration of half-maximal effect; % is set by controls: 0 for no effect and ±100 for the full control effect; nearly all actives have a fitted effect of over 60% in size; many of its hits are not listed in these tables
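cAMP rise read by TR-FRET after 30 min, 37C compound exposure (up to 58 uM) in RXFP1-transfected HEK293 cells with Ro 20174 present. EC50 from Hill-equation fits, with 29 nM porcine relaxin as 100% and buffer as basal.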
Vif-A3G inh = inhibitors of Vif-APOBEC3G interaction | Potency, µM (highest dose often 46.1 µM), inactives show top-dose activity, negative = active, hits mostly inhibitors | HeLa A3G-eYFP + Vif (tagged APOBEC3G with the HIV-1 protein that degrades it), YFP fluorescence, overnight | hit rate 0.076% among 410,000;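 note: potency is the fitted concentration of half-maximal effect; % is set by controls: 0 for no effect and ±100 for the full control effect; nearly all actives have a fitted effect of over 60% in size; hits raise eYFP signal because A3G escapes Vif-driven loss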
Target sequence (Q9HC16 whole entry, looked up): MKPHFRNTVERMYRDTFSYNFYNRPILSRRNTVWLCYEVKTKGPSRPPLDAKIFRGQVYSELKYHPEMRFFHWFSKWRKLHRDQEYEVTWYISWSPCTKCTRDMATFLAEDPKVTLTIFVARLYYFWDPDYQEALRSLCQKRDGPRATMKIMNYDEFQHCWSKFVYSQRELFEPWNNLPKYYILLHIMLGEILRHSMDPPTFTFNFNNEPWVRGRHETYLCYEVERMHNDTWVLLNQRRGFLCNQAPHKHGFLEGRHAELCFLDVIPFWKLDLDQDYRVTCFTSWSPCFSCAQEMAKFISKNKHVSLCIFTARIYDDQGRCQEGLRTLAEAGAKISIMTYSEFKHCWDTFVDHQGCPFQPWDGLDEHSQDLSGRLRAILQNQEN
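Read-out is eYFP fluorescence (Ex 488/Em 500-530) from Vif-expressing HeLa A3G-eYFP cells; more signal means A3G escaped Vif-mediated degradation. Cells plated overnight, compound pinned in, incubated overnight at 37 deg C.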
Vif-APOBEC3F blk = inhibitors of Vif-A3F interaction; hit rate 0.2% among 390,000; AID 602313; HeLa A3F-eYFP + Vif (tagged APOBEC3F with the HIV-1 protein that degrades it), YFP fluorescence increase; Potency, µM (series often up to 46.1 µM), for inactives: at the highest dose activity, negative = active; note: potency is the fitted concentration of half-maximal effect; % of control where 0% means no effect; nearly all actives have a fitted effect of over 65% in size
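HeLa cells stably expressing A3F-eYFP plus Vif, plated and incubated overnight at 37 deg C, then exposed to compounds overnight at 37 deg C. Blocked degradation read as raised yellow fluorescence (Ex 488/Em 500-530).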
GRP78 ERSR act = inducers of ER stress response in human glioma cells; U87-MG GRP78 promoter luciferase reporter, 16 h; Potency, µM, for inactives: top-dose activation, usual class: activators; hit rate 0.02% among 420,000; AID 602332; note: potency is the fitted concentration of half-maximal effect; series mostly up to about 76 µM; % of control where 0% means no effect; nearly all actives have a fitted effect of over 35% in size
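Stably transfected U87-MG human glioma cells carrying a GRP78-based luminescent sensor were seeded at 1000 cells/well, pin-dosed with compounds and incubated 16 h. Luciferase reagent was then added, and end-point luminescence was read after 10 min at room temperature.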
D1 ag = human D1 receptor agonism | hit rate 1% among 360,000 | HEK293 T-REx D1 cells, calcium flux, agonist mode | AID 504660 | activation, % at 2 µM; in the data active = activation above about 30%; note: 0% is about no effect
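Tetracycline-induced HEK293 TREx D1 cells, force-coupled to calcium signalling, were dye-loaded with a no-wash calcium kit. Compound was pin-added after a 10 s baseline. Fluorescence was read kinetically at 1 cycle/s for 180 s, with calcium rises flagged as agonism.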
D2 PAM = positively modulates the human D2 dopamine receptor allosterically | P14416 | HEK293 T-REx D2, calcium flux, EC20 dopamine potentiation | potentiation, % at 10 µM | hit rate 0.34% among 340,000;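 active = potentiation over 3 SD above the plate norm, cut at about 30% in these data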; note: 0% is about no effect
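Primary screen. Calcium kinetics in induced HEK293 T-REx D2 cells: compound pre-addition 180 s, EC20 dopamine, 180 s more.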
* marks the source's active call; other numbers are inactive results; ? = inconclusive; · = not tested or not shown; & = joins results of further samples. Unless noted, calls come from the whole dose curve; as a rule, active = well fitted curve in the direction sought with a large enough effect; inconclusive = small, poorly fitted or top-dose-only effect, or another doubt; inactive = no such curve, though single readings can be large; an effect the other way counts as inactive or inconclusive. The list is partial. The share of hits here may be higher or lower than overall.

Values run as follows: RXFP1 antag	Vif-APOBEC3F blk	D1 potentiator	D1 ag	Vif-A3G inh	D1 antagonist	D2 PAM	RXFP1 agonist	GRP78 ERSR act
CCOC(=O)CC(NC(=O)CCc1c(C)nc2c(-c3ccccc3)c(C)nn2c1C)c1ccc(C)cc1 (stereo not given)
 : ·	-2%	-3	4	3%	-7	-3	0.4%	-3%
Cc1sc2nc(CSC(C)C(=O)Nc3cc(S(C)(=O)=O)ccc3Cl)[nH]c(=O)c2c1C (stereo not given)
 : -12	-8%	-4	5	-7%	-6	-5	0.0%	-1%
Cc1nnc(SCC(=O)N2N=C(c3ccc(Cl)cc3)CC2c2ccco2)[nH]c1=O (stereo not given)
 : -5	-24%	-3	8	-12%	10	2	4.0%	-4%
Cc1cc(Nc2cccc(Cl)c2)nc2ccc(NC(=O)c3cncc(Br)c3)cc12
 : ·	5%	-3	2	-6%	-3	-5	3.8%	-6%
CCC(C)[C@H](NC(=O)N1CCC(Cc2ccccc2)CC1)C(=O)O (stereo not given in full)
 : -8	0%	-3	0	0%	6	-2	-3.7%	-3%
O=C(c1ccccc1)c1cnc(-c2ccc(Cl)cc2)s1
 : 2	0%	·	·	1%	·	·	18%	-3%
CC(=O)NC(c1ccccc1)c1cccnc1 (stereo not given)
 : -8	-1%	2	2	-1%	-2	-2	1.3%	-2%
CCOc1ccc(CCNC(=O)c2cccs2)cc1OCC
 : 6	4%	-3	2	0%	-4	1	0.4%	-5%
O=C(COC(=O)/C=C/c1cccs1)Nc1cccc(S(=O)(=O)N2CCCC2)c1
 : -18	-16%	-2	4	0%	15	-9	-1.3%	-3%
CC(=O)Nc1ccc(Nc2ncnc3ccccc23)cc1
 : ·	·	-1	3	·	1	0	3.1%	·
COc1ccc(/C=N/NC(=S)Nc2cc(S(=O)(=O)N3CCOCC3)ccc2N2CCOCC2)cc1O
 : -13	-7%	-6	3	-19%	-3	4	0.9%	-2%
C[C@H](NC(=O)c1ccco1)C(=O)N1CCCC1
 : 11	-13%	6	4	0%	-18	5	-0.1%	0%
COc1ccc2cc([C@H](C)C(=O)N(C)Cc3ccccc3N3CCCC3)ccc2c1
 : -12	-17%	·	13	-8%	-9	2	-1.5%	-5%
Cc1cc(C)cc(OCC(=O)NNC(=O)C2CCCO2)c1 (stereo not given)
 : -3	?	2	2	-2%	-8	0	-0.3%	-2%
Cc1ccc(C(=O)c2c3ccc(C(F)(F)F)cc3nn2CCC(N)=O)cc1
 : ·	1%	0	-1	-4%	16	10	0.1%	8%
COc1ccc(CCNC(=S)NC(=O)c2cc(OC)c(OC)c(OC)c2)cc1OC
 : -4	-5%	-2	4	3%	10	17	?	-4%
Cn1c(=O)c2c(nc(SCC(=O)N3CCCCCC3)n2C)n(C)c1=O
 : -13	-6%	-14	1	-5%	-3	-4	7.9%	-3%
O=C(Cc1cccs1)Nc1ccc(NC(=O)c2ccco2)cc1
 : 3	0%	-9	1	2%	2	-11	2.5%	5%
Cc1ccc(/C=N/NC(=O)c2cc3ccccc3cc2O)o1
 : -34	?	-3	2	0%	-5	-1	1.7%	5%
Nc1ccc(C(=O)N/N=C/c2cccc(Oc3ccccc3)c2)cc1
 : -7	-4%	-2	5	-11%	15	5	0.8%	11%
CCC(C)NC(=O)Cc1c(OC)ccc2cc(Br)ccc12 (stereo not given)
 : 8	-13%	0	0	-5%	-6	9	?	2%
Cn1cccc1-c1cc(C(=O)N2CCc3c([nH]c4ccccc34)C2c2ccccn2)[nH]n1 (stereo not given)
 : -5	1%	-2	5	-11%	14	-15	-0.6%	-3%
CCN(CC)c1ccc([N+](=O)[O-])cc1/C=N/NC(=O)CC#N
 : -1	-4%	-3	4	-1%	-23	14	-0.1%	-2%
CCCN(CC(=O)Nc1ccccc1OC)C(=O)CC1CCCC1
 : -4	8%	-3	0	-1%	-1	-2	-0.7%	0%
O=C(Cn1ncc2c3ccccc3n(Cc3ccc(Cl)cc3)c2c1=O)N1CCCCCC1
 : 3	0%	-3	6	-2%	3	-1	0.4%	-2%
CNS(=O)(=O)c1cccc(C(=O)OCC(=O)NC(C)CCc2ccccc2)c1 (stereo not given)
 : 1	-4%	5	2	-2%	0	10	0.5%	-5%
O=C(CSc1nc(-c2ccco2)cc(C(F)(F)F)n1)NCC1CCCO1 (stereo not given)
 : 27	1%	-2	2	-1%	5	-4	0.4%	-4%
COC(=O)c1c(NC(=O)c2cc(=O)c3ccc(C)c(C)c3o2)sc2c1CCCC2
 : -9	1%	1	2	3%	-9	12	-0.5%	-6%
COc1ccc2nc(NC(=O)CSCC(=O)Nc3cc(C)on3)sc2c1
 : -7	1%	-1	5	-8%	6	5	1.4%	-4%
COCc1cc(C)nc(SCC(=O)Nc2cccc3cccnc23)c1C#N
 : ·	-2%	5	11	-1%	4	-2	0.7%	-3%
CCOc1ccc(NC(=O)c2oc3ccccc3c2NC(=O)Cc2cccs2)cc1
 : ·	-6%	-2	4	1%	-9	8	5.0%	-3%
O=C1C(C=NCc2ccncc2)=C(O)c2ccccc21
 : 8	1%	1	-1	3%	-1	8	-0.8%	1%
Cc1c(NC(=O)CCCCCN2C(=O)C3C4C=CC(C4)C3C2=O)c(=O)n(-c2ccccc2)n1C (stereo not given)
 : ·	2%	10	-3	0%	-5	-12	0.0%	-3%
CCN1C(=C(C#N)C#N)C=Cc2cc(C)ccc21
 : -1	-13%	1	14	0%	-5	3	22%	-4%
O=C(NC(=S)Nc1ccc2[nH]ncc2c1)c1ccccc1
 : -5	6%	-8	7	-7%	-13	5	0.1%	-1%
Cc1[nH]ncc1-c1nc2ccccc2[nH]1
 : -25	3%	4	1	1%	-9	8	-0.2%	4%
O=c1c2c(nc3nc(Cc4ccccc4)[nH]n13)CCC2
 : 5	-20%	-6	2	1%	1	4	-0.5%	1%
COc1ccc(NC(=O)CCS(=O)(=O)c2nc(-c3ccc4c(c3)OCO4)cc(C(F)(F)F)n2)c(OC)c1
 : 4	0%	0	3	5%	-10	-9	7.3%	-3%
Brc1cccc(OCCCCN2CCCCC2)c1
 : 2	0%	-2	9	-1%	18	-37	-0.3%	-5%
CCc1cccc(C)c1NC(=O)c1cnn(-c2ccc(F)cc2)c1-n1cccc1
 : ·	7%	-1	5	0%	19	9	-1.3%	-2%
O=C1C2C(c3ccccc3)CC=CC2[C@H](c2ccoc2)N1Cc1ccccc1 (stereo not given in full)
 : ·	-1%	-3	9	3%	1	-10	-3.2%	-2%
Cc1cc(C(=O)Nc2cc(Br)ccc2O)on1
 : 5	-18%	-6	10	-9%	-18	10	2.4%	-2%
COc1ccc(C)cc1S(=O)(=O)N(C)CC(=O)NC1CCCC1
 : 11	0%	3	1	-1%	0	-9	-2.0%	-1%
Nc1nc2n(n1)C(c1ccccc1)CC(c1ccc(F)cc1)N2 (stereo not given)
 : -10	0%	-2	3	2%	10	-3	-0.3%	-3%
O=C1COc2ccc(-c3cc(-c4ccc(F)cc4)c4c(n3)-c3ccccc3OC4)cc2N1
 : ·	2%	-5	-1	1%	-13	-3	8.4%	-2%
C=CCn1c(CSc2ccccc2[N+](=O)[O-])n[nH]c1=S
 : -19	-4%	4	7	-4%	0	6	-1.6%	-4%
O=C(NNC(=S)Nc1ccc(F)cc1)[C@H]1C[C@@H]1c1ccccc1
 : -17	-3%	-4	3	5%	-2	4	-1.3%	-5%
Cc1ccc2occ(CC(=O)Nc3ccc(Cl)c(C(F)(F)F)c3)c2c1
 : -19	5%	-3	16	-10%	-31*	-6	0.3%	0%
O=c1[nH]n(-c2ccccc2)c(=O)cc1Cl
 : 4	-1%	·	·	7%	·	·	·	-3%
Cc1cc(C)n(C(=O)CNC(=O)c2ccccc2Br)n1
 : -2	0%	-2	2	-7%	5	-3	-3.5%	-4%

Sorted by formula weight (largest number first): three of the compounds above
Values run as follows: RXFP1 antag	Vif-APOBEC3F blk	D1 potentiator	D1 ag	Vif-A3G inh	D1 antagonist	D2 PAM	RXFP1 agonist	GRP78 ERSR act
COc1ccc(C)cc1S(=O)(=O)N(C)CC(=O)NC1CCCC1
 : 11	0%	3	1	-1%	0	-9	-2.0%	-1%
Cc1cc(C(=O)Nc2cc(Br)ccc2O)on1
 : 5	-18%	-6	10	-9%	-18	10	2.4%	-2%
O=c1[nH]n(-c2ccccc2)c(=O)cc1Cl
 : 4	-1%	·	·	7%	·	·	·	-3%

The results go on:
Values run as follows: RXFP1 antag	Vif-APOBEC3F blk	D1 potentiator	D1 ag	Vif-A3G inh	D1 antagonist	D2 PAM	RXFP1 agonist	GRP78 ERSR act
O=C(COC(=O)c1ccc2c(c1)OCO2)Nc1cccc(F)c1
 : -4	-9%	·	23	-8%	-29	-1	0.0%	0%
O=C(Nc1nnc(S(=O)(=O)Nc2ccccc2)s1)c1ccccc1Cl
 : -5&-6	-15%&-10%	0&-4	3&0	-18%&-14%	-1&-1	1	-3.7%&-4.5%	1%&-1%
O=C(CSc1ncc2c(n1)-c1ccccc1N(Cc1ccc(F)cc1)S2(=O)=O)NCc1ccccc1
 : -10	2%	0	2	-4%	-1	-4	-0.2%	-2%
CCOC(=O)C(CC)Sc1nc(N)c(NC(=O)c2ccc(OC)c(OC)c2)c(=O)[nH]1 (stereo not given)
 : 5	-11%	-10	2	1%	3	-9	0.0%	1%
O=C(Nc1ncc2c(n1)-c1ccccc1CC2)c1cccs1
 : -11	4%	-3	3	-14%	11	·	0.7%	6%
COc1ccccc1C(=O)N/C(=C\c1cn(S(=O)(=O)N(C)C)c2ccccc12)C(=O)NCCCn1ccnc1
 : ·	-1%	-1	-1	1%	20	3	1.4%	-3%
Cc1ccccc1-n1c(-c2ccc3ccccc3n2)n[nH]c1=S
 : -19	-4%	-4	0	-3%	15	-9	3.7%	2%
Cc1ccc(C)n1-c1cccc(S(=O)(=O)N2CCOCC2)c1
 : -14	-20%	-10	2	0%	2	4	1.9%	-4%
Cc1c(C(=O)Nc2c(C)n(C)n(-c3ccccc3)c2=O)oc2ccccc12
 : 4	-4%	0	1	1%	-5	14	0.8%	2%
Cc1cc(-n2c(C)cc(C(=O)COc3ccc4ccc(=O)oc4c3)c2C)no1
 : 8	-5%	2	6	-8%	5	3	3.7%	-4%
O=C(CONS(=O)(=O)c1ccc(Cl)cc1)NCCNc1ncc(C(F)(F)F)cc1Cl
 : 2	1%	9	7	-4%	-13	14	1.4%	-3%
